Screening results deposited in PubChem BioAssay by The Scripps Research Institute Molecular Screening Center.
V1R ag counter: agonists of human V1a receptor, primary screen, counter-screen for OXTR agonist project, fluorescence, CHO-V1R cells; Fluo-8 calcium fluorescence, agonist mode; 0% DMSO, 100% 3 nM vasopressin; 0.25% of 320,000 active; Vasopressin V1a receptor (Homo sapiens), P37288; activation, % at 3 µM; AID 2797, 2010;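 active = activation above the mean activation of all tested compounds plus 3 SD, per screening run, cut at about 20% in these data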;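 note: signal is peak over basal fluorescence ratio across a 100 second FLIPR read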
OXTR potentiator: human OXTR potentiators, primary screen, fluorescence, CHO-OTR cells, Fluo-8 calcium; Oxytocin receptor (Homo sapiens), P30559; Fluo-8 calcium fluorescence, potentiator mode; 0% = oxytocin EC15, 100% = EC100; activation, % at 3 µM; 0.061% of 320,000 active;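 active = activation above that plate's cutoff, the mean activation of tested compounds plus 3 SD, cut at about 6.6% in these data, passing the limit was not always enough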;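 note: 100% uses oxytocin at 75 nM as the full agonist control; some results filed as inactive read as strong as hits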
Target sequence (P30559 whole entry, looked up): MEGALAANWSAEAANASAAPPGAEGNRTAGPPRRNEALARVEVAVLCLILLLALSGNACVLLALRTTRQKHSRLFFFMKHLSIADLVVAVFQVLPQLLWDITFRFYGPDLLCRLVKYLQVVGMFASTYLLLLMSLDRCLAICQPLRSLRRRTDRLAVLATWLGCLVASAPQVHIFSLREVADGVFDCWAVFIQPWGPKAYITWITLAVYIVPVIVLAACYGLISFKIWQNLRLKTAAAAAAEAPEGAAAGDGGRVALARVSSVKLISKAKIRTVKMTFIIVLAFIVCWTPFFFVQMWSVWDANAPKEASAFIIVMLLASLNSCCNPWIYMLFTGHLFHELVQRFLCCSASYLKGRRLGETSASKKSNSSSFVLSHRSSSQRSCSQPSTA
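Measured by – Fluo-8 calcium dye fluorescence · Test system – human OTR in CHO cells · Dosing – one concentration, 3.0 µM compound · Controls – EC15 oxytocin alone as 0%, 75 nM oxytocin as 100% · Evaluation – normalized max/min fluorescence ratio, % activation · Timing – 6 min pre-incubation, 100 s read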
CHO parental Ca: ATP-evoked calcium signal inhibitors, parental CHO, primary screen, counter-screen for OX1R antagonist project, cell-based, fluorescence, Fluo-8 calcium dye | 0.63% of 330,000 active | parental CHO-K1, ATP-induced calcium, Fluo-8 fluorescence | inhibition, % at 5.6 µM | AID 463079, 2010;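 active = inhibition above that plate's mean sample inhibition plus 3 SD, cut at about 26% in these data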;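 note: 0% = ATP-challenged DMSO wells and 100% = DMSO wells without ATP; some compounds past the cut are filed as inactive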
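test system = CHO parental line | reagent = ATP stimulus | measured by = intracellular calcium via Fluo-8 no-wash fluorescent dye | control set = ATP and no-ATP DMSO wells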
TAAR1 ag: human TAAR1 agonists, primary screen, Fluo-8 calcium fluorescence, CHO RD-HGA16 cells; 0.99% of 360,000 active; AID 624467, 2012; Trace amine-associated receptor 1 (Homo sapiens), Q96RJ0; vehicle wells 0%, saturating PEA agonist 100%; activation, % at 3 µM;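 active = activation above the mean activation of all test compounds in the run plus 3 SD, cut at about 38% in these data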
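test system = CHO RD-HGA16 cells carrying human TAAR1 plus Gα16 | schedule = 17-24 h seeding, 75 min 37 °C dye, 30 min RT | compound dosing = 3 µM single concentration | control set = DMSO and PEA EC100 | replicates = n 1 | signal = Fluo-8 fluorescence, 5 s baseline then 140 s kinetic read | measure = percent activation vs PEA EC100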
M1 PAM parental: nonselective calcium activators in parental CHO-K1 cells, primary screen, counter-screen for M1 PAM project, cell-based, Fluo-8 calcium fluorescence, full deck, 1536-well. 0.02% of 360,000 active. ATP EC20; 0% at ATP EC20, 100% at ATP max. activation, % at 3 µM;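 active = activation above the run cutoff, the mean activation of all test compounds plus 3 SD, cut at about 40% in these data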;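 note: peak over basal fluorescence ratio in a 140 s read after ATP addition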
TAAR1 antag: human TAAR1 antagonists, primary screen, Fluo-8 calcium fluorescence, CHO RD-HGA16 cells | Trace amine-associated receptor 1 (Homo sapiens), Q96RJ0 | antagonist | inhibition, % at 3 µM | 1.5% of 360,000 active | AID 624466, 2012;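 active = inhibition above a per-plate cutoff, the mean inhibition of test compounds on that plate plus 3 SD, cut at about 49% in these data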;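 note: 0% = DMSO plus EC80 beta-PEA response and 100% = DMSO alone without agonist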
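System: RD-HGA16 CHO cells with stable hTAAR1 and Gα16 | Probe or stimulus: EC80 β-phenethylamine stimulus | Dosing: 3 µM, single point | Times: Dye loading 75 min at 37 °C, then 30 min room temperature | Measured by: Fluo-8 calcium-sensitive fluorescence | Read-out basis: % inhibition of agonist calcium response | Replicates: n of 1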
CHO-K1 Ca ag: counter-screen for M1 agonists: effect in parental CHO-K1 cells | Fluo-8 calcium fluorescence; scaled to maximal ATP response, vehicle zero | activation, % at 3 µM | 0.48% of 360,000 active | AID 602248, 2012; in the data active = activation above about 15%;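 note: untransfected CHO-K1 host cells lacking M1 receptor as counterscreen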
M1 ag: human M1 muscarinic receptor agonists, primary screen, Fluo-8 calcium fluorescence, CHO-K1 cells, HTS. 0.33% of 360,000 active. CHO-K1 hM1, agonist mode; 0% DMSO, 100% acetylcholine EC100. Muscarinic acetylcholine receptor M1 (Homo sapiens), P11229. AID 588814, 2011. activation, % at 3 µM;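 active = activation above the run's mean compound activation plus 3 SD, cut at about 16% in these data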;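 note: peak over basal fluorescence ratio within a 140 s kinetic read after compound addition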
Target sequence (P11229 whole entry, looked up): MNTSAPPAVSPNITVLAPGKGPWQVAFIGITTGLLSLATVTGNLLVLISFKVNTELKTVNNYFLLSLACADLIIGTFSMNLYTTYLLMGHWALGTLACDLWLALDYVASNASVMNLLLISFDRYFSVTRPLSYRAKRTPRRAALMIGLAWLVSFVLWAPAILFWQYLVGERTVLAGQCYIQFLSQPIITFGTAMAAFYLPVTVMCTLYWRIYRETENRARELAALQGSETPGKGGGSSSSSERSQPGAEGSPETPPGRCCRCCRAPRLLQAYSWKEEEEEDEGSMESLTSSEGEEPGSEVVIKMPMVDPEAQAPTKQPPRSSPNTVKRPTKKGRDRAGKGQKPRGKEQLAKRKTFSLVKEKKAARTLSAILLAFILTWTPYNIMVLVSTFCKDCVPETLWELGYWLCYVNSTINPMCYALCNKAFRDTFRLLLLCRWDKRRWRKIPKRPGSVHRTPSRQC
CHO-K1 Ca antag: M1 antagonist counterscreen hit in parental CHO-K1 cells | 0.6% of 360,000 active | AID 602250 | inhibition, % at 3 µM | ATP-induced calcium, Fluo-8 fluorescence;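 active = inhibition above a per-plate cutoff, the plate's mean sample inhibition plus 3 SD, cut at about 24% in these data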;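 note: 0% = DMSO plus EC80 ATP and 100% = DMSO alone without ATP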
* marks the source's active call; other numbers are inactive results; · = no result given. Random draw from the library; 3.3% or so of the library scored in one or more.

nr	mol	M1 ag	CHO parental Ca	CHO-K1 Ca ag	V1R ag counter	TAAR1 antag	CHO-K1 Ca antag	TAAR1 ag	OXTR potentiator	M1 PAM parental
1	C[C@@H]1CNC(=O)c2c(C(=O)N[C@@H](Cc3c[nH]c4ccccc34)C(=O)OC(C)(C)C)ncn21	1	·	3.0	·	58*	7	12	·	-3
2	O=C(Cn1c(-c2cscn2)nc2ccccc21)Nc1ccc(Cl)cc1	1	-25	0.4	1.6	6	-2	15	-4	8
3	Cc1sc2ncnc(N3CCN(S(=O)(=O)c4ccccc4)CC3)c2c1C	10	-20	1.4	5.1	·	-17	·	-10	7
4	CN(C)S(=O)(=O)c1cccc(CSCc2cccc(S(=O)(=O)N(C)C)c2)c1	2	46*	18*	11	32	50*	5	-22	-29
5	Cc1ccc(CNC(=O)C2CCC(=O)N(CCc3ccccc3)C2)s1 (configuration not stated)	-3	-22	0.1	-0.5	-12	13	5	-6	-31
6	O=C(CSc1nnnn1C1CC1)Nc1cccc(S(=O)(=O)N2CCCC2)c1	-7	-13	0.7	0.5	-9	-10	1	-7	-10
7	CC(C)(C)c1ccc(OCC(=O)Nc2ccncc2)c(Br)c1	3	47*	11	7.9	34	20	8	-17	-7
8	COC(=O)[C@@H]1CCCN1C(=O)CCc1nnc(CCc2c[nH]c3ccccc23)o1	-8	-1	1.3	-0.6	17	-2	4	6	26
9	CC1Cc2ccccc2N1S(=O)(=O)c1cccc(C(=O)N2CCN(c3ncccn3)CC2)c1 (configuration not stated)	-6	-6	5.0	2.2	19	9	9	-19	9
10	CC(=O)Nc1ccc(C2CC(c3ccc(Cl)cc3)=NN2c2ccccc2)cc1 (configuration not stated)	0	-2	0.9	1.4	-8	-13	2	-6	4
11	Cc1ccccc1-c1cccc([C@@H]2C[C@H]3[C@H](CON3C)CN2C)c1	-7	·	1.1	·	6	-10	0	·	23
12	Fc1ccc(-c2csc(N3CCC(c4ccccc4)C3)n2)cc1 (configuration not stated)	-3	-32	-0.3	0.7	5	-3	1	-15	9
13	O=C(Nc1ccccc1)OCN1C(=O)c2ccccc2C1=O	0	-8	0.6	-0.4	5	-6	12	-15	4
14	Cc1ccccc1N(C(=O)Cn1nnc(-c2cccs2)n1)C(C(=O)NCCC(C)C)c1ccco1 (configuration not stated)	-5	-24	1.2	-0.2	14	-5	12	-21	16
15	CN(CC(=O)Nc1ccc(F)cc1)C(=O)CN1C(=O)NC2(CCCc3ccccc32)C1=O (configuration not stated)	-2	-9	0.0	-1.4	-14	1	0	-7	-1
16	CCOCCC(=O)Nc1ccc2c(c1)c(=O)n(C)n2Cc1cccc(C(F)(F)F)c1	6	·	1.4	·	7	-13	2	·	7
17	Cc1nnc(SCC(=O)N/N=C/c2cc(Cl)c(O)c(Cl)c2)s1	-3	-5	1.1	-0.1	6	8	2	-1	-6
18	O=C(C=Cc1ccccc1)NCCNC(=O)C=Cc1ccccc1	-4	·	0.2	·	0	-8	4	·	8
19	Cc1cccc(NC(=O)c2ccc(CN3CCN(Cc4ccccc4)CC3)cc2)c1	-4	-5	0.7	3.9	16	-19	2	-15	27
20	CCOc1ccc(C(C(=O)NC2CCCC2)N(C(=O)CNC(=O)c2ccco2)c2cccnc2)cc1 (configuration not stated)	-4	-8	0.7	0.7	7	-11	6	-1	17
21	Cc1cc(C)n2nc(C(=O)Nc3cc(S(=O)(=O)N4CCCCC4)ccc3C)nc2n1	-4	0	0.5	1.1	-19	-13	8	-7	10
22	Cc1ccc2nc(N3CCOCC3)c3nncn3c2c1	1	-3	0.9	-0.6	-17	-7	0	-4	33
23	OCCC1CN(Cc2cc(F)ccc2F)CCN1CCCc1ccccc1 (configuration not stated)	-9	-15	1.3	0.1	7	-14	1	-15	23
24	CC1(c2ccc(Cl)cc2)NC(=O)N(CC(=O)Nc2ccc(N3CCCCC3)cc2)C1=O (configuration not stated)	-2	2	1.3	3.5	7	-7	2	-2	16
25	O=C(Cc1c(F)cccc1Cl)c1ccc(O)cc1O	-1	-8	0.6	0.7	-1	-8	8	-5	1
26	COc1ccc2c(c1)C(NC(C)=O)C(=O)N2CCc1ccccc1 (configuration not stated)	-6	-16	0.7	0.4	-16	-7	2	5	0
27	O=C(COC(=O)C1=COCCO1)Nc1c(F)cccc1F	-1	-2	0.3	0.8	-10	-1	2	6	11
28	CN(C)/C(=N\S(=O)(=O)c1ccc(Cl)cc1)c1ccc(F)cc1	-6	0	0.5	0.0	-6	3	0	2	-7
29	COc1cc(C2/C(=C(\O)c3ccc4c(c3)OCCO4)C(=O)C(=O)N2c2nnc(C)s2)cc(OC)c1OC (configuration not stated)	1	-12	0.2	8.8	-16	-1	4	-2	-9
30	CCOC(=O)N=S(=O)(Oc1ccc([N+](=O)[O-])cc1)c1ccc(Cl)cc1 (configuration not stated)	-5	-1	0.1	-1.6	1	-5	-2	-3	16
31	COc1ccc(NC(=O)c2c(Cl)n(C)c3ccccc23)cc1	-5	-30	1.0	1.0	-4	-3	18	-5	13
32	COc1ccc(CN(Cc2nc3ccccc3c(=O)[nH]2)C(=O)C(C)(C)C)cc1	-2	1	1.2	-0.3	-5	-10	2	-1	15

Full records, quoted from the list. Screens in order: M1 ag	CHO parental Ca	CHO-K1 Ca ag	V1R ag counter	TAAR1 antag	CHO-K1 Ca antag	TAAR1 ag	OXTR potentiator	M1 PAM parental
CN(C)/C(=N\S(=O)(=O)c1ccc(Cl)cc1)c1ccc(F)cc1 is listed with -6	0	0.5	0.0	-6	3	0	2	-7
COc1ccc2c(c1)C(NC(C)=O)C(=O)N2CCc1ccccc1 (configuration not stated) is listed with -6	-16	0.7	0.4	-16	-7	2	5	0
COc1ccc(CN(Cc2nc3ccccc3c(=O)[nH]2)C(=O)C(C)(C)C)cc1 is listed with -2	1	1.2	-0.3	-5	-10	2	-1	15

Next entries follow:
nr	mol	M1 ag	CHO parental Ca	CHO-K1 Ca ag	V1R ag counter	TAAR1 antag	CHO-K1 Ca antag	TAAR1 ag	OXTR potentiator	M1 PAM parental
33	Cc1ccccc1NS(=O)(=O)c1ccc(C(=O)NCC(c2ccccc2)N(C)C)cc1 (configuration not stated)	-5	-7	5.4	8.8	8	-6	10	-16	7
34	O=[N+]([O-])c1cccc(N/N=C/c2cccc3ccccc23)c1	-6	-17	0.8	0.0	-2	-4	13	-6	14
35	COc1cc(CNC(=O)CCn2nc(C)c3c(C)n(-c4ccccc4)nc3c2=O)cc(OC)c1OC	-5	-3	0.7	-0.9	-8	-7	0	1	8
36	Cc1cccc(OCC(=O)N2CCc3ccccc3C2)c1C	-3	·	0.4	·	-5	-2	4	·	5
37	CCOC(=O)N1CCN(C2=NC3(CCCCC3)C(C#N)C(=O)N2)CC1 (configuration not stated)	-6	1	0.4	0.1	13	-9	-1	4	19
38	CCN(CC)CCCN(CC(=O)N(C)Cc1ccccc1)C(=O)c1ccc([N+](=O)[O-])cc1	-8	1	0.4	0.5	1	-10	0	2	10
39	COc1ccc(OC(C)C(=O)N(C)Cc2nc(-c3ccccc3)no2)cc1 (configuration not stated)	-6	-11	8.9	6.7	-23	-13	0	-9	15
40	O=C(Nc1ccc(Cl)cc1C(=O)Nc1ccc(Br)cn1)c1ccco1	-10	-27	0.8	-0.3	43	-18	9	-2	-1
41	COc1ccc(-n2ccnc2SCC(=O)Nc2cc(C)on2)cc1	-1	-11	0.5	1.4	-20	-4	6	-4	-4
42	Cc1cccc(CN2CCN(Cc3cccc(-n4cccn4)c3)CC2CCO)n1 (configuration not stated)	-13	-25	-0.1	-0.5	6	-1	0	-24	1
43	Cc1nc(NC(=O)CSc2nnc(Cn3nnc4ccccc43)n2C)sc1C	-8	-3	0.7	0.6	2	-5	4	-6	11
44	CC(=O)NCCCc1c[nH]c2ccc(Cl)cc12	-3	-2	0.6	1.1	-3	-4	7	-11	9
45	CCCC(=O)NC(=S)Nc1ccc(N2CCN(C(=O)c3cccs3)CC2)cc1	3	19	15*	8.5	2	14	0	-8	-12
46	CC1=C(C(N)=O)S(=O)(=O)c2ccccc21	-5	-1	0.1	1.1	-3	4	2	-13	8
47	COC(=O)Cc1c(C)nc2nc(-c3ccccc3)[nH]n2c1=O	-2	-23	0.1	2.0	7	-8	2	-6	17
48	CCN(c1cccc(C)c1)S(=O)(=O)c1c(C)[nH]c(C)c1C(=O)N1CCCCC1	-2	-14	0.5	0.5	-15	-9	1	2	15

Random excerpt: five records from the list, in no set order.
nr	mol	M1 ag	CHO parental Ca	CHO-K1 Ca ag	V1R ag counter	TAAR1 antag	CHO-K1 Ca antag	TAAR1 ag	OXTR potentiator	M1 PAM parental
37	CCOC(=O)N1CCN(C2=NC3(CCCCC3)C(C#N)C(=O)N2)CC1 (configuration not stated)	-6	1	0.4	0.1	13	-9	-1	4	19
35	COc1cc(CNC(=O)CCn2nc(C)c3c(C)n(-c4ccccc4)nc3c2=O)cc(OC)c1OC	-5	-3	0.7	-0.9	-8	-7	0	1	8
23	OCCC1CN(Cc2cc(F)ccc2F)CCN1CCCc1ccccc1 (configuration not stated)	-9	-15	1.3	0.1	7	-14	1	-15	23
31	COc1ccc(NC(=O)c2c(Cl)n(C)c3ccccc23)cc1	-5	-30	1.0	1.0	-4	-3	18	-5	13
33	Cc1ccccc1NS(=O)(=O)c1ccc(C(=O)NCC(c2ccccc2)N(C)C)cc1 (configuration not stated)	-5	-7	5.4	8.8	8	-6	10	-16	7
